Compound activity deposited in PubChem BioAssay by several laboratories.
PfHsp40 yeast: compounds rescuing yeast from Plasmodium falciparum HSP40 toxicity. S. cerevisiae expressing PfHsp40, growth rescue, ATP luminescence. growth rescue, % at 12.5 µM. AID 504582. hit rate 0.68% among 340,000; in the data active means growth rescue above about 28%, passing the limit was not always enough; inconclusive means no clear call, values can overlap the other calls;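 further: yeast W303a lacking pdr1 and pdr3 grown in galactose medium; growth measured after three days at 30 °C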
3CLpro inhibitor: SARS-CoV 3CLpro protease inhibition; inhibition, % at 6 µM; AID 1706; hit rate 0.14% among 290,000; recombinant SARS-CoV 3CLpro, quenched FRET peptide cleavage; in the data active means inhibition above about 12%
PriA SSB inh: blocks PriA binding to SSB C-terminal tail; AlphaScreen SSBct-PriA binding, biotinylated peptide; inhibition, % at 33 µM; hit rate 0.6% among 430,000; AID 1272365; in the data active means inhibition mostly above about 37%, no sharp cut-off; inactive means mostly below about 20%;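 further: plate controls were negative control peptide for no effect and reference peptide for full effect; strong numbers were not always called active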
PrPC surface inh: inhibitors of human cell surface prion protein PrPC; P04156; TR-FRET read-out; inhibition, % at 13.8 µM; hit rate 0.43% among 370,000; AID 720596; in the data active means inhibition above about 24%; further: 0% = median of the test wells and 100% = reference compound wells
TcdB GH inh: inhibitors of Clostridioides difficile toxin B glycohydrolase. hit rate 0.24% among 350,000. AID 652162. TcdB glycohydrolase enzymatic assay, plate reader. inhibition, % at 9.99 µM; in the data active means inhibition above about 10%
Target sequence (P18177 whole entry, looked up): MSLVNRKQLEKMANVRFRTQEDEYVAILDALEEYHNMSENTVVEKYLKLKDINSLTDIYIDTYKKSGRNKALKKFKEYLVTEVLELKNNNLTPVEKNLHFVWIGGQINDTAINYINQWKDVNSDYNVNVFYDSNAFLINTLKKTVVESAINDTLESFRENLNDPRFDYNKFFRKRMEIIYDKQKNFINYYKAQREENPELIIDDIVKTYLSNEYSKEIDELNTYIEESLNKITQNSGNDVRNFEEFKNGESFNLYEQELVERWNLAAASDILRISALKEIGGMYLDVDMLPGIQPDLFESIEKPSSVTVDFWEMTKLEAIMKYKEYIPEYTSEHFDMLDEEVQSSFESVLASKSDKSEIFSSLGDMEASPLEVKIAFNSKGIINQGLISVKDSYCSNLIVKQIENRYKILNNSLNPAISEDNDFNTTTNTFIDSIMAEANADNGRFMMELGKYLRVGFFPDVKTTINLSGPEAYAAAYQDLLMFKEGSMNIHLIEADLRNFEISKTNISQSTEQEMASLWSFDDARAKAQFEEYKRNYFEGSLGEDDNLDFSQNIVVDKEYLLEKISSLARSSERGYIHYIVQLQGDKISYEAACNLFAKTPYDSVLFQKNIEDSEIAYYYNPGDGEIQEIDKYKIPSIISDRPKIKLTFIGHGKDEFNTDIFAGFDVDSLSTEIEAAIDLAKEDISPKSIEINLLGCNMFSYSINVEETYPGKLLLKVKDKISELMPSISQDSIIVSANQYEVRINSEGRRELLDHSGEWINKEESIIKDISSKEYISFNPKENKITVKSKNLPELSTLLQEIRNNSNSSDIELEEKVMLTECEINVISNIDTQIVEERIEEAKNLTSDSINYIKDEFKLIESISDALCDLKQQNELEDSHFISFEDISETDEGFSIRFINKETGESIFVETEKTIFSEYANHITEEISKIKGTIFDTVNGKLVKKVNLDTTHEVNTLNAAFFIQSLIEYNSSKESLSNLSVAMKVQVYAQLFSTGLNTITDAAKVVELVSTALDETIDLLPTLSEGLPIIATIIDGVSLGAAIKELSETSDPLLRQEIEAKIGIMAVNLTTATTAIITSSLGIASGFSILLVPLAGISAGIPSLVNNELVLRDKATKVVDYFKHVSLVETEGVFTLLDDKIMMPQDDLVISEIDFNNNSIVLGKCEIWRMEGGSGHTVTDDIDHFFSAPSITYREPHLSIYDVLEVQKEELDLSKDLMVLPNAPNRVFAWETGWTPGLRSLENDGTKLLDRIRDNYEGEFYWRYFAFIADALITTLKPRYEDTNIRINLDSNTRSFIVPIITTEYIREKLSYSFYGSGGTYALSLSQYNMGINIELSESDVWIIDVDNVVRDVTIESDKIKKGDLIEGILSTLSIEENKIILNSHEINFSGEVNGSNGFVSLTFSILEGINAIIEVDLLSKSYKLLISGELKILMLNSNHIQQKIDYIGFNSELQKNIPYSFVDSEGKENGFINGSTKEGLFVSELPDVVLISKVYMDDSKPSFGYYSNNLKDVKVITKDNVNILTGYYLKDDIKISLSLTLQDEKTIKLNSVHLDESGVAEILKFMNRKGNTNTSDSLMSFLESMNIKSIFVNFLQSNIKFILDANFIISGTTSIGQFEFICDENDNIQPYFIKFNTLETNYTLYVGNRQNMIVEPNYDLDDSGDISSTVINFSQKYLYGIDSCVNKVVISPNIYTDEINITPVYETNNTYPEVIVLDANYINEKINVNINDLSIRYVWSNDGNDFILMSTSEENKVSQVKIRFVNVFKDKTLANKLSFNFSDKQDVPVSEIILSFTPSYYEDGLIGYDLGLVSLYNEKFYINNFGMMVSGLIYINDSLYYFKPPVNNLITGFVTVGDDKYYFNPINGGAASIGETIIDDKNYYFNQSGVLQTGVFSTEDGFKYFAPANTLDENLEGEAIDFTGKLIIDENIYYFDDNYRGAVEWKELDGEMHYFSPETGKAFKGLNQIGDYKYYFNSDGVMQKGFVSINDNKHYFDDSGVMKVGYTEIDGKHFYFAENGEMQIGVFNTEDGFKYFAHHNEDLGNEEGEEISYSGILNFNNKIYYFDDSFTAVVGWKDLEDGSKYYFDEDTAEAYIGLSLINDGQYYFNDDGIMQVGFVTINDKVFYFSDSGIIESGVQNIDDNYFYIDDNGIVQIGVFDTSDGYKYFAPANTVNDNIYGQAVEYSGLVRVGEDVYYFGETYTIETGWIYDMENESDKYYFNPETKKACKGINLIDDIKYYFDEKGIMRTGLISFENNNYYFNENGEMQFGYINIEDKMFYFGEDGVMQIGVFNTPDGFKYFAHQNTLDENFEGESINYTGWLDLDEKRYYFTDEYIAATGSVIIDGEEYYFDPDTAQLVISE
BoNT A protease: inhibitors of Botulinum neurotoxin A light chain protease | multiplex microsphere protease substrate cleavage, flow cytometry | inhibition, % at 10 µM | hit rate 0.17% among 360,000; further: plate controls were buffer without enzyme for full effect and enzyme alone for no effect
Y pestis TopoI: inhibitors of Yersinia pestis topoisomerase I. Y. pestis Topo-I cleavage product accumulation, plate reader. activity, % at 10 µM. hit rate 0.064% among 360,000. AID 504884; in the data active means activity above about 50%, passing the limit was not always enough; inconclusive means no clear call, values can overlap the other calls; further: inactives centre near 2
Vc quorum ag: quorum light induction in luxS cqsA deficient V. cholerae; V. cholerae BH1578 lux reporter, luminescence, 6 h; AID 588436; activation, % at 18.7 µM; hit rate 0.16% among 350,000; in the data active means activation mostly above about 9.7%, no sharp cut-off; inconclusive means no clear call, values can overlap the other calls; inactive means mostly below about 3.7%; further: not every result past the cut was called active; inactives centre near 0; reference of the scale not given here
Anthrax LF inh2: blocks Bacillus anthracis lethal factor protease | AID 588501 | multiplex microsphere protease cleavage assay, LF | hit rate 0.12% among 360,000 | inhibition, % at 10 µM; further: plate controls were buffer without enzyme for full effect and enzyme alone for no effect
An asterisk follows results filed as active; i = inactive; u = inconclusive; x = no result given; & = joins results of further samples. Unless noted, no stated cut-off is given here; in the data, active means inhibition above about 30%; inconclusive means no clear call, values can overlap the other calls; inactive means below that. This is a subset. The share of hits here may be higher or lower than overall.

SMILES	PfHsp40 yeast	3CLpro inhibitor	PriA SSB inh	PrPC surface inh	TcdB GH inh	BoNT A protease	Y pestis TopoI	Vc quorum ag	Anthrax LF inh2
CCCNC(=O)C1CC(=O)N(c2ccc(OCc3ccccc3)cc2)C1 (stereo unspecified)	x	x	x	3	1.8	0.1	8	i	2
COc1cc(CC(=O)C(=O)O)oc(=O)c1	x	x	x	-4	-2.2	-0.2	5	-0.3	-6
O=C(c1oc(=O)c2ccccc2c1-c1ccccc1)N1CCOCC1	0.0	3	-6	5	x	-0.5	-2	i	-1
Cc1ccccc1C(=O)c1cccn1CC(=O)NCc1ccc2c(c1)OCO2	2.4	-4	-2	3	x	-0.1	6	x	2
CC(=O)C1=NOC2C(=O)N(c3ccccc3)C(=O)C12 (stereo unspecified)	0.8	3	-11	0	1.2	-1.3	9	i	-3
CC(C)(C)c1ccc(S(=O)(=O)NCc2ccccn2)cc1	0.3	-6	-10&-14	3	2.0	2.1	4	3.8	-7
CCN(CC)CCn1c(=S)[nH]c2cc(C(=O)NCCc3ccc(OC)c(OC)c3)ccc2c1=O	x	x	x	-4	1.8	-0.8	9	-1.2	-4
O=C(Nc1ccc(Cl)cc1)c1cc2nc(C3CC3)cc(C(F)(F)F)n2n1	-2.0	5	-6	-1	x	-0.1	9	i	-2
CC1CN(C(=O)COC(=O)c2nn(-c3ccccc3)c(=O)c3ccccc23)CC(C)O1 (stereo unspecified)	0.9	6	-6	3	0.1	0.4	-5	-0.3	0
CCOC(=O)c1sc(-c2ccc(Cl)cc2Cl)nc1O	60*	4	-10	-10	-0.8	-0.5	2	-0.4	-4
CCNC(=O)NC(C(=O)OC)C12CC3CC(CC(C3)C1)C2 (stereo unspecified)	1.4	5	-1	-2	3.2	0.1	-4	-0.4	0
CC(C)N1CCC(C)(C(=O)Nc2ccc(-n3cccc3)cc2)C1 (stereo unspecified)	x	x	x	-9	0.7	-0.3	-5	i	-3
Cc1ccc(NS(=O)(=O)N2CCOCC2)cc1	0.0	-1	-3	4	0.3	0.1	-3	i	-1
Cc1[nH]c2ccccc2c1C(=O)CN1CCCCC1CCO (stereo unspecified)	-0.4	0	-3	-2	x	1.3	-6	-0.8	3
C=C(C)C(=O)OCC(C)C	0.0	x	-1	-1	0.9	-0.3	-1	-0.4	2
CCC(C)NC(=O)c1cn(CCOC)c(=O)c2c1c1ccccc1n2C (stereo unspecified)	-0.7	-4	0	11	1.3	-1.5	-6	i	-5
COc1ccc(-c2csc(NC(=O)CS(=O)(=O)c3ccccc3)n2)c(OC)c1	x	x	x	13	0.2	-0.3	-6	-0.4	-5
CCCNC(=O)c1c(N)n(-c2cc(OC)cc(OC)c2)c2nc3ccccc3nc12	-0.1	-4	-11	-3	x	9.5	1	-0.8	-4
CCOC(=O)CN1C(=O)SC(Nc2ccc(C)cc2)C1=O (stereo unspecified)	0.9	6	-16	1	0.0	-1.1	0	-0.9	-10
CC(=O)c1ccccc1OCCOCCOc1ccccc1C(C)=O	1.1	5	-22	10	x	0.5	4	i	-2
CCN(CC)C(=O)C(=O)N/N=C/c1ccc(Br)cc1	-1.1	5	x	6	x	0.6	-1	i	3
COc1ccc(NC(=O)CSc2nnc3ccc(-c4ccccn4)nn23)c(OC)c1	0.9	x	-12	2	3.5	x	6	i	x
CCOc1ccc(-c2noc(CCCC(=O)NCC3CCCO3)n2)cc1OC (stereo unspecified)	0.5	0	1	4	-3.2	2.4	2	0.8	-1
CCNC(=O)COc1ncnc2scc(-c3ccc(F)cc3)c12	0.6	1	-14	4	3.1	0.4	2	-0.3	-6
O=C(CSc1nnc(-c2ccc3c(c2)OCCO3)o1)N1CCCC1	-1.8	-2	-6	7	x	-0.3	1	-0.5	0
COC(=O)[C@@H]1C[C@H]2CC[C@H](O)C[C@H]2N1Cc1ccccc1OC(=O)c1cccs1	0.3	x	-1	1	-6.1	-1.2	8	i	0
COC(=O)[C@@H]1N=C(c2ccc(OC)cc2)O[C@]12C(=O)N(C)c1cccc(Cl)c12	x	x	x	2	1.4	0.1	x	x	-2
CC(=O)c1c(-c2ccccc2)c2cc(Cl)ccc2[nH]c1=O	-0.1	-3	-3	-2	1.7	0.6	-4	2.5	0
Cc1ccc(C2(C)NC(=O)N(CC(=O)Nc3ccccc3C(=O)NC3CCCC3)C2=O)cc1 (stereo unspecified)	0.4	x	13	5	1.1	0.5	12	-5.0	-1
O=C(c1ccco1)N1CCN(C(=O)c2cnn3cccnc23)CC1	1.1	1	-13	4	x	0.4	4	1.5	0
COC(=O)c1sc(-c2ccc(Cl)cc2)cc1NC(=O)CSCC(=O)O	1.4	-1	-14	-4	-0.7	-1.7	9	-0.7	3
O=S(=O)(c1ccc(NC(=S)Nc2ccc(OC(F)F)cc2)cc1)N1CCOCC1	0.4	-3	-22	-5	x	0.5	-3	i	-1
O=C(NC(=S)N1C[C@H]2C[C@H](C1)c1cccc(=O)n1C2)c1ccc(Cl)cc1	-0.4	0	10	-2	1.2	-0.3	3	-0.5	2
O=C(NC1=NCCS1)c1cc2ccccc2o1	0.7	2	-20	6	x	-1.2	1	6.2	-6
CCSCc1nc2ccccn2c1Br	0.4	-1	-16	3	0.7	0.0	3	-0.7	-3
COc1ccc(C)cc1N1CC(C(=O)Nc2ccccc2C(=O)NC2CC2)CC1=O (stereo unspecified)	-0.7	x	-4	7	1.0	1.0	5	-2.1	3
COc1ccc(OCC(=O)Nc2ccc(Cl)cc2C(=O)c2ccccc2)cc1	2.1	4	-7	1	x	1.5	-9	0.3	1
Cc1ccc2c(Cl)cc(Cl)c(OCC(=O)Nc3cccc(S(=O)(=O)N(C)C)c3)c2n1	-1.1	2	-10	3	x	-0.4	15	-0.4	-2
Cn1c(/N=C/c2ccc3c(c2)OCO3)nc2ccccc21	-0.6	1	x	-2	0.7	0.9	10	i	0
CC(C)N1CCCC(C)(C(=O)Nc2ccc3c(c2)OCO3)C1 (stereo unspecified)	x	x	x	-8	-0.1	-0.6	1	i	-9
Cc1ccc2nc(NC(=O)C3CC3C)sc2c1 (stereo unspecified)	0.2	4	7	-6	-0.9	-0.6	-1	i	12
CNC(=S)N(CCc1c(C)[nH]c2ccc(OC)cc12)Cc1cccnc1	-1.3	4	-4	1	1.0	-1.1	-5	x	-4
CC(=O)c1ccc(NC(=O)CN2C(=O)CCC2=O)cc1	-0.3	-1	10&-3	-3	0.9	0.0	-5	-0.3	1
Cc1cc(N2CCN(C)CC2)nc2ccc(NC(=S)N3CCOCC3)cc12	-1.4	-3	9	-11	0.2	0.5	5	i	2
COC(=O)n1c(SC)nc2ccccc21	0.4	-8	-9	-3	x	-2.9	-6	i	-12

One compound at a time, as listed above.
O=C(Nc1ccc(Cl)cc1)c1cc2nc(C3CC3)cc(C(F)(F)F)n2n1 is entered as PfHsp40 yeast: -2.0; 3CLpro inhibitor: 5; PriA SSB inh: -6; PrPC surface inh: -1; TcdB GH inh: x; BoNT A protease: -0.1; Y pestis TopoI: 9; Vc quorum ag: i; Anthrax LF inh2: -2
CC1CN(C(=O)COC(=O)c2nn(-c3ccccc3)c(=O)c3ccccc23)CC(C)O1 (stereo unspecified) is entered as PfHsp40 yeast: 0.9; 3CLpro inhibitor: 6; PriA SSB inh: -6; PrPC surface inh: 3; TcdB GH inh: 0.1; BoNT A protease: 0.4; Y pestis TopoI: -5; Vc quorum ag: -0.3; Anthrax LF inh2: 0

(more compounds)
SMILES	PfHsp40 yeast	3CLpro inhibitor	PriA SSB inh	PrPC surface inh	TcdB GH inh	BoNT A protease	Y pestis TopoI	Vc quorum ag	Anthrax LF inh2
Clc1ccc(Cc2nnc(-c3cccs3)o2)cc1	-0.4	2	-11	-8	1.3	-0.1	18	-0.4	0
Cc1c(C(=O)N2CCCC2)oc2c1-c1nn(CC(=O)NCCCOC(C)C)cc1CC2	-0.4	3	12	-5	-0.7	-1.7	4	-0.9	-2
O=C(CSc1ncnc2c1cnn2-c1ccccc1)Nc1ccccc1	-0.7	0	-1	5	0.3	0.9	-14	i	-3
CCN(CC)S(=O)(=O)c1cc([N+](=O)[O-])ccc1N1CCC(C(N)=O)CC1	-0.4	0	7	-35	0.1	-0.3	7	i	0
CCOc1ccc(CN(C)CCc2ccccn2)cc1	0.6	1	4	-2	0.0	0.0	0	-0.1	0
CC(C)(C)C(=O)N1CCC2CC1c1cc(-c3ccc4c(c3)OCO4)ccc12 (stereo unspecified)	x	x	x	4	1.6	0.1	x	x	7
COc1ccc(/C=C2\SC(=S)N(CC(=O)NCCO)C2=O)cc1	0.2	4	-20	-2	0.6	-0.6	-6	1.5	-2
CCn1cc(/C=C/C(=O)Nc2c(C)nn(Cc3ccccc3C)c2C)cn1	1.2	3	-7	-4	x	0.3	-2	-0.4	0
COc1ccc(CCNC(=O)CSc2cn(Cc3ccccc3)c3ccccc23)cc1OC	-0.2	1	-5	5	2.8	-1.0	34	-0.2	0
S=C(Nc1ccc(Cl)cc1)N1CCN(C2CCCCC2)CC1	3.0	-1	-9	4	x	1.1	-6	-2.0	0
Cc1ccc(S(=O)(=O)N2CCC(C)CC2)c([N+](=O)[O-])c1	0.1	1	-6	4	1.8	-0.8	0	i	-2
COc1cccc(-c2nc(CS(=O)(=O)CC(=O)NCCc3ccc(OC)c(OC)c3)c(C)o2)c1	-1.1	-3	3	-5	2.6	-0.1	25	i	-6
COCCCNC(=O)c1ccc(CS(=O)(=O)c2ccccc2OC)o1	1.3	-4	-4	7	0.6	1.3	-14	i	-4
CCCCCC[N+](C)(C)CC/C=C1/c2ccccc2Sc2ccc(Cl)cc21	0.0	3	11	-5	9.9	u	0	-1.3	-20
O=C(CC12CCC(CC1)C2)NCc1ccc2c(c1)OCO2	-0.1	-2	-8	11	x	1.5	u	-0.6	3
O=C(Nc1ccc(C(F)(F)F)cc1)N1CCN(C(=O)c2ccco2)CC1	0.2	7	10	0	-0.8	-1.7	6	-1.8	0
COC(=O)c1cc(-c2ccccc2)sc1NC(=O)CN1C(=O)c2ccccc2C1=O	0.1	4	-17	-4	x	u	1	-3.0	-4
CCN(C[C@H]1N[C@@](C)(C(=O)OC)[C@H]2C(=O)N(C)C(=O)[C@@H]12)C(=O)COc1ccccc1	0.6	x	-6	-2	0.1	-0.5	-2	-1.1	-1
Oc1cccc(NC(=S)Nc2ccccc2)c1	-1.4	-2	0	-4	-0.1	-2.4	-7	i	9
COC(=O)CSc1nnc2n(-c3ccc(OC)cc3)c(=O)c3c4c(sc3n12)CCCCC4	1.7	-1	12	13	x	-0.9	6	i	-4
COc1ccc2oc(C(=O)Nc3ccc(S(=O)(=O)N(C)C4CCN(C)CC4)cc3)c(C)c2c1	2.5	-3	16	-8	0.9	-1.8	-35	i	-3
CC(NC(=O)C1(S(=O)(=O)c2ccc(Cl)cc2)CC1)c1ccccc1 (stereo unspecified)	-0.7	-10	-10	-1	5.1	-0.1	9	-0.2	0
O=C(NCc1ccc2c(c1)OCO2)c1cc2n(n1)C(C(F)(F)F)CC(c1ccc3c(c1)OCO3)N2 (stereo unspecified)	0.2	-1	-26	3	x	-0.8	17	-1.0	-4
Cc1ccc(NC(=O)COc2ccc(/C=N\NC(=O)c3cccnc3)cc2)cc1C	0.0	-1	x	x	x	-0.6	-2	0.1	1
O=C(CCc1c[nH]c2ccccc12)N1CCCCCCC1	0.9	8	-8	-2	1.7	1.9	1	i	-3
CC(=O)Nc1ccc(NC(=O)C(C)OC(=O)CCSc2ccccc2Cl)cc1 (stereo unspecified)	0.1	x	-4	5	0.1	-0.2	16	-1.8	-10
Cn1c(=O)c2sccc2n(Cc2cccc(Br)c2)c1=O	-0.3	-5	-11	6	-0.5	-1.1	3	i	6
Cc1ccc(C(=O)COC(=O)c2ccc3c(c2)C(=O)N(c2cccc4ncccc24)C3=O)cc1C	0.1	5	-14	-1	x	-1.2	-2	-0.3	-9
CCOC(=O)/C(=C/c1ccc(N2CCC(c3ccccc3)=N2)cc1)C(C)=O	0.1	-9	-23	x	x	5.9	-7	-0.3	2
O=C(CCc1ccccc1)NNC(=O)COc1ccc(Cl)cc1	-0.4	-2	4	-3	0.7	0.0	-4	-0.4	1
